# Source: PubChem
# AI-2 QS modul – Vibrio harveyi AI-2 quorum sensing modulation; Vibrio harveyi JMH597 AI-2 luminescence/OD600 ratio, 9 h; hits give low values; strain lacks LuxN and CqsS sensors; 0 = neutral-control median; 0.4% of 300,000 active; activity change, % at 7.5 µM; in the data active = activity change below about -75%, passing the limit was not always enough;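 also: luminescence divided by OD600 gain over 9 h not by final OD600 alone; inactives centre near 13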
# IEC-6 tox – kills IEC-6 intestinal cells in KLF5 counter-screen. IEC-6 cytotoxicity, luminescence viability. inhibition, % at 5 µM. 0.78% of 290,000 active. AID 1825; in the data active = inhibition above about 22%;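 also: 0% = plate median of test compound wells and 100% = cytotoxic reference compound wells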
# HDAC3 inh – human HDAC3 inhibition | inhibition, % at 8.3 µM | 0.15% of 320,000 active | recombinant HDAC3, fluorogenic peptide/trypsin coupled, fluorescence | AID 2718; in the data active = inhibition above about 26%, passing the limit was not always enough
# Target sequence (O15379 whole entry, looked up): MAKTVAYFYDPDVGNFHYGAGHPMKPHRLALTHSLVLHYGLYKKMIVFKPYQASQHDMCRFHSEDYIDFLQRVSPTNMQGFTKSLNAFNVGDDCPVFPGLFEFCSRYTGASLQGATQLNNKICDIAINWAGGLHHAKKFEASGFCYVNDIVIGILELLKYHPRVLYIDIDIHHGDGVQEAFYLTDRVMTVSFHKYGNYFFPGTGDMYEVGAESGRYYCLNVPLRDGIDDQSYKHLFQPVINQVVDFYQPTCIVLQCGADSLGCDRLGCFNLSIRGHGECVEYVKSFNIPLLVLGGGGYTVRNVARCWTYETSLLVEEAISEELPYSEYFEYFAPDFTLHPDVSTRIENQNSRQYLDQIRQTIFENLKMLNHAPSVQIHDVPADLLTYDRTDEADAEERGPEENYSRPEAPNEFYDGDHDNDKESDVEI
# KLF5 inhibitor – suppresses KLF5 promoter-driven expression. DLD-1 KLF5 promoter-luciferase reporter, luminescence. inhibition, % at 5 µM. 0.23% of 290,000 active. AID 1700;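 active = inhibition above a per-plate limit of that plate's mean compound inhibition plus 3 SD, cut at about 60% in these data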;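 also: 0% = DMSO wells and 100% = LY294002 at 200 µM; higher means less KLF5 promoter-driven luciferase light; inactives centre near -14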
# HSP90 inh – inhibitors of HSP90 luciferase refolding in rabbit reticulocyte lysate | luciferase refolding luminescence, 3 h | inhibition, % at 5.6 µM | 0.91% of 290,000 active | AID 1789;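 active = inhibition above the screen-wide mean plus 3 SD, computed separately per campaign, cut at about 16% in these data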;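 also: 0% = DMSO wells and 100% = 60 µM geldanamycin wells; inhibitors lower the luminescence because luciferase stays unfolded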
# Active calls of the source: *; nt = not tested or not shown.
# Every second line gives: AI-2 QS modul	IEC-6 tox	HDAC3 inh	KLF5 inhibitor	HSP90 inh
- CC(=O)c1sc(NC(=O)c2oc3ccc(F)cc3c2C)nc1C
  nt	nt	-6.0	nt	nt
- Nc1[nH]n(-c2c(Cl)cc(Cl)cc2Cl)c(=O)c1N=Nc1ccc(S(=O)(=O)Nc2ncccn2)cc1
  nt	nt	7.0	nt	nt
- CCCNC(=O)c1ccc(N2CCC3(CC2)CC(c2cccc(Br)c2)=NO3)c(N)c1
  nt	nt	-17.9	nt	nt
- COc1ccccc1NS(=O)(=O)c1cc(N)ccc1N1CCOCC1
  nt	nt	2.5	nt	nt
- CSCCC(NC(=O)COc1ccccc1)C(=O)N(C)CC(=O)Nc1ccc(Cl)cc1 (stereo not drawn)
  nt	nt	10.7	nt	nt
- O=C(C1CCCN1C(=O)c1cccs1)N1CCN(S(=O)(=O)c2ccc(F)cc2)CC1 (stereo not drawn)
  nt	nt	-5.8	nt	nt
- Cc1c(NC(=O)c2cccc(NC(=O)Cc3ccc(Cl)cc3)c2)c(=O)n(-c2ccccc2)n1C
  nt	nt	1.2	nt	nt
- Cc1nn(C2CCS(=O)(=O)C2)c(C)c1CN(C)C(=O)c1cccc(Cl)c1 (stereo not drawn)
  nt	nt	-10.4	nt	nt
- Cc1ccc(C)c(OC(=O)C2CSC3(C)CCC(=O)N23)c1C (stereo not drawn)
  nt	nt	-5.4	nt	nt
- O=C(NC[C@@H]1CCCO1)c1cccc2c1C(=O)c1ccc(N3CCOCC3)cc1S2(=O)=O
  nt	nt	2.3	nt	nt
- Cc1c(NC(=O)COC(=O)Cn2cc(C(F)(F)F)ccc2=O)cccc1[N+](=O)[O-]
  nt	nt	0.8	nt	nt
- COc1ccc(Cl)cc1NC(=O)COC(=O)c1ccc(Br)o1
  nt	nt	-1.4	nt	nt
- COc1cccc(CNC(=O)c2cc(C3CC3)nc3c2cnn3C(C)C)c1
  nt	nt	-6.5	nt	nt
- O=C(COC(=O)Cc1ccc(Cl)cc1)NC1CCCC1
  nt	nt	3.7	nt	nt
- CCOc1cc(N2CCOCC2)c(OCC)cc1NC(=O)COC(=O)c1c(CC)noc1C
  nt	nt	1.0	nt	nt
- CC(C)[C@H](NC(=O)OCc1ccccc1)C(=O)OCC(=O)N1CCN(c2ccc(F)cc2)CC1
  nt	nt	3.8	nt	nt
- O=c1ccc2ccc(O[C@@H]3O[C@H](CO[C@@H]4OC[C@](O)(CO)[C@H]4O)[C@@H](O)[C@H](O)[C@H]3O)cc2o1
  nt	nt	-0.5	nt	nt
- O=C1NC[C@H](c2ccccc2)OC(=O)[C@@H](Cc2ccc(F)cc2)CC/C=C/C[C@@H]1CC(=O)N(CCO)Cc1ccccc1
  nt	nt	2.0	nt	nt
- Cc1cccc(Nc2nnc(SC(C)C(=O)NC3CC3)s2)c1 (stereo not drawn)
  nt	nt	0.7	nt	nt
- Cc1ccc(S(=O)(=O)N2CCN(S(=O)(=O)c3c(C)n[nH]c3C)CC2)cc1C
  nt	nt	-2.5	nt	nt

# (cont.)
# Every second line gives: AI-2 QS modul	IEC-6 tox	HDAC3 inh	KLF5 inhibitor	HSP90 inh
- COc1cc(OC)cc(-c2c(-c3ccc(F)cc3)c3cc(-c4ccc5[nH]ccc5c4)ccc3n2C)c1
  nt	nt	-8.0	nt	nt
- Oc1ccc(Cl)cc1CNCC1CCCCC1
  nt	nt	-2.9	nt	nt
- NS(=O)(=O)c1cc(C(=O)O)cc(N2CCCC2)c1Oc1ccccc1
  nt	nt	-0.6	nt	nt
- S=C(CN1CCCC1=S)N1CCOCC1
  10.6	nt	-1.1	nt	nt
- O=[N+]([O-])c1ccc(N/N=C/C=C/c2ccco2)cc1
  -34.7	nt	15.6	nt	nt
- CN(C)c1nc(OCc2ccccc2)c2ncc(=O)[nH]c2n1
  1.2	nt	5.7	nt	nt
- Cn1c(SCc2ccccc2)nc(N)c(N=O)c1=O
  14.7	nt	3.9	nt	nt
- CCOC(=O)c1sc(NC(=O)c2ccco2)nc1C
  11.6	nt	12.6	nt	nt
- c1ccc(-c2cc(-c3ccccc3)ncn2)cc1
  -4.2	nt	-1.2	nt	nt
- O=C(O)C1CC=CCC1C(=O)Nc1cccc(Cl)c1Cl (stereo not drawn)
  nt	-2.9	nt	-25.3	-2.3
- Fc1ccccc1Nc1nc2c(s1)CCc1ccccc1-2
  nt	7.8	nt	-152.0	-3.0
- Cc1c(Cc2c(Cl)cccc2Cl)c(=O)ccn1C(C)c1ccccc1 (stereo not drawn)
  nt	3.6	nt	-28.6	-0.1
- CC1(C)Cc2c(C#N)c(SCC(=O)c3ccccc3)nc(N3CCCC3)c2CO1
  nt	-2.8	nt	-8.7	2.3
- O=Nc1ccc(NOC(=O)c2ccc(Br)cc2)cc1
  nt	-3.2	nt	-21.4	-1.4
- Cc1cc(C)n(-c2nc3c(c(=O)n(Cc4ccc(Cl)c(Cl)c4)c(=O)n3C)n2C)n1
  nt	-0.9	nt	-21.4	-2.7
- Cc1c(C(=O)O)[nH]c2ccc([N+](=O)[O-])cc12
  nt	-4.2	nt	-21.0	1.6
- CCC1C/C(=C\c2cccnc2)C(=O)/C(=C/c2cccnc2)C1 (stereo not drawn)
  nt	30.2*	nt	-12.0	8.8
- CCCCn1c(NC(=O)c2ccccc2)c(C#N)c2nc3ccccc3nc21
  nt	-0.1	nt	-2.3	48.6*
- CCOC(=O)C1CCCN(C(=O)c2cc3c(=O)n4cccc(C)c4nc3n2C)C1 (stereo not drawn)
  nt	0.8	nt	1.3	5.5
- Cc1oc(-c2ccc(F)cc2)cc1-c1nn2c(-c3ccco3)nnc2s1
  nt	-13.2	nt	5.8	-2.0

# Retrieved by compound from the entries so far, 6 records:
# Every second line gives: AI-2 QS modul	IEC-6 tox	HDAC3 inh	KLF5 inhibitor	HSP90 inh
- Cc1c(NC(=O)c2cccc(NC(=O)Cc3ccc(Cl)cc3)c2)c(=O)n(-c2ccccc2)n1C
  nt	nt	1.2	nt	nt
- O=[N+]([O-])c1ccc(N/N=C/C=C/c2ccco2)cc1
  -34.7	nt	15.6	nt	nt
- COc1ccc(Cl)cc1NC(=O)COC(=O)c1ccc(Br)o1
  nt	nt	-1.4	nt	nt
- CCC1C/C(=C\c2cccnc2)C(=O)/C(=C/c2cccnc2)C1 (stereo not drawn)
  nt	30.2*	nt	-12.0	8.8
- Nc1[nH]n(-c2c(Cl)cc(Cl)cc2Cl)c(=O)c1N=Nc1ccc(S(=O)(=O)Nc2ncccn2)cc1
  nt	nt	7.0	nt	nt
- O=Nc1ccc(NOC(=O)c2ccc(Br)cc2)cc1
  nt	-3.2	nt	-21.4	-1.4

# (listing goes on)
# Every second line gives: AI-2 QS modul	IEC-6 tox	HDAC3 inh	KLF5 inhibitor	HSP90 inh
- CCOc1ccc(-n2nc3c(-n4ncc(C#N)c4N)nnc(C)c3c2C)cc1
  nt	7.0	nt	-1.3	-4.8
- O=c1c(O)c(-c2ccc(O)cc2O)oc2cc(O)cc(O)c12
  nt	-1.7	nt	-27.9	0.3
- c1ccc2c(c1)CCN(C1=Nc3cccc4cccc1c34)C2
  nt	8.0	nt	-37.8	1.5
- COc1ccc(CN(CC2CCC(C(=O)O)CC2)C(=S)Nc2cc(C)ccc2C)cc1 (stereo not drawn)
  nt	5.6	nt	0.6	3.8
- Cc1ccc(NC(=O)CC2Oc3ccc(C)cc3NC2=O)cc1 (stereo not drawn)
  nt	-10.7	nt	-8.2	-0.6
- C[C@@H]1CN(CCCn2c3ccccc3c3ccccc32)C[C@H](C)N1
  nt	11.3	nt	-23.4	3.6
- COc1ccc(C(=O)n2ccc(C)n2)cc1Br
  nt	2.2	nt	-14.5	-1.3
- Cc1c(NC(=O)Cn2cnc3c(=O)n(C)c(=O)n(C)c32)cccc1-c1nc2ccccc2o1
  nt	10.3	nt	2.8	-2.2
- COc1cccc(C(=O)N2CCN(C3CCN(Cc4ccccc4)CC3)CC2)c1
  nt	-3.5	nt	-22.9	-0.1
- CCOc1ccccc1C(=O)Nc1ccc(-c2nnc(-c3ccc(C)cc3)o2)cc1
  nt	2.7	nt	-9.6	-1.9
- COc1ccc(-c2nnc3n2C(C)(C)Cc2cc(OC)c(OC)cc2-3)cc1
  nt	-1.8	nt	10.6	-0.8
- CCOC(=O)c1sc(NC(=O)CCCCCN2C(=O)c3cccc4cccc(c34)C2=O)nc1C
  nt	6.5	nt	23.8	1.0
- Cc1cc(N2CCC3(CC2)OCCO3)n2nc(C)c(-c3ccc(Cl)cc3)c2n1
  nt	5.1	nt	10.1	5.5
- Cc1cc(C)c2cc(CN(CC3CCCO3)C(=O)NC3CCCCC3)c(=O)[nH]c2c1 (stereo not drawn)
  nt	-2.8	nt	-33.2	-0.8
- COc1ccc(NC(=O)/C(Cl)=C(/Cl)S(=O)Cc2ccccc2Cl)cn1 (stereo not drawn)
  nt	102.3*	nt	106.9*	9.5
- COc1ccc(-c2cc(C(F)(F)F)nc(S(=O)(=O)CCCC(=O)Nc3cccnc3Cl)n2)cc1OC
  nt	-11.5	nt	10.4	0.8
- CCOC(=O)c1nnn(-c2nc(OC)nc(N3CCCCC3)n2)c1-c1ccccc1
  nt	5.2	nt	-10.9	-0.7
- COC(=O)c1cc2sc(Cl)cc2n1Cc1nc(-c2cccc(C)c2)oc1C
  nt	-3.7	nt	-6.1	-0.1
- CCCN1C(=O)/C(=C/c2c(NCCCOCC)nc3c(C)cccn3c2=O)SC1=S
  nt	-3.7	nt	-16.5	-6.6
- Cc1ccc2c(c1)C(c1ccncc1)=NNC(c1ccc(C(C)C)cc1)=N2
  nt	0.9	nt	-17.9	1.1

# Remaining list, next part:
# Every second line gives: AI-2 QS modul	IEC-6 tox	HDAC3 inh	KLF5 inhibitor	HSP90 inh
- COCCN1C(=O)c2ccccc2C(C(=O)NCCCN2CCCC2=O)C1c1c[nH]c2ccccc12 (stereo not drawn)
  nt	-0.8	nt	-21.1	2.5
- O=C(O)c1ccc(-c2ccc(/C=C3\NC(=O)N(Cc4ccc(Cl)cc4)C3=O)o2)cc1
  nt	-8.5	nt	-17.2	-0.5
- Nc1ccccc1N=c1ssnc1Cl
  nt	4.7	nt	16.0	-4.8
- Nc1ccc2nn(-c3ccccc3)nc2c1
  nt	-1.9	nt	-11.4	-2.2
- C=CCSC1=Nc2cc(OC)c(OC)cc2C2=NC(=O)CN12
  nt	-0.4	nt	-38.0	2.9
- Cc1ccc(NC(=O)n2ccc(-c3ccc(-n4ccnc4)cc3)n2)cc1
  nt	1.0	nt	-99.9	-1.9
- O=C(C1CCN(S(=O)(=O)N2CCOCC2)CC1)N1CCN(Cc2ccc3c(c2)OCO3)CC1
  nt	-0.4	nt	-24.6	0.1
- O=C(OCCN1C(=O)c2cccc3c(N4CCOCC4)ccc(c23)C1=O)c1cc(Cl)cc(Cl)c1
  nt	-8.7	nt	-21.0	1.1
- CCOC(=O)/C=C(\C)Sc1cc(O)c2ccccc2c1O
  nt	33.7*	nt	-11.2	16.0
- CSc1nnc2n(CCc3ccccc3)c(=O)c3c4c(sc3n12)CCCC4
  nt	3.5	nt	1.8	3.8
- C[C@@H](c1ncncc1F)[C@](O)(Cn1cncn1)c1ccc(F)cc1F
  nt	8.9	nt	-2.7	3.0
- CC(CS(=O)(=O)c1ccc2ccccc2c1)N1CCN(C2CCCCC2)CC1 (stereo not drawn)
  nt	-2.6	nt	-13.3	0.8
- O=C(NCCN1CCN(c2ccccc2)CC1)C1CCN(S(=O)(=O)N2CCOCC2)CC1
  nt	-2.2	nt	-21.0	1.9
- CN1CCN(c2ncnc3c2sc2nc(N4CCOCC4)c4c(c23)CCC4)CC1
  nt	0.9	nt	-13.7	-1.2
- Cc1ccc(NC(=O)C2SC(=Nc3ccccc3)C(C(=O)Nc3ccc(Cl)cc3)=C2N)cc1 (stereo not drawn)
  nt	-0.8	nt	-42.4	-0.9
- CCOC(=O)c1sc(NC(=O)C(CC)Sc2nnc3c4ccccc4n(C(C)C)c3n2)nc1C (stereo not drawn)
  nt	-6.2	nt	-21.7	-1.6
- Cc1ccc(S(=O)(=O)N2CCN(c3nc(C)c4c(c3C#N)CC(C)(C)OC4)CC2)cc1
  nt	-4.6	nt	-21.7	-1.4
- CCOC(=O)c1c(NC(=O)c2csc(C)c2)sc(C(C)=O)c1C
  nt	2.2	nt	6.2	1.6
- Cc1[nH][nH]c(=O)c1C(c1ccc(-c2ccc(Cl)cc2Cl)o1)c1c(C)[nH][nH]c1=O
  nt	-4.7	nt	-51.8	9.4
- CCOC(=O)c1sc(/N=C/Nc2nc(C)c(C(=O)OCC)s2)nc1C
  nt	2.3	nt	6.7	1.3

# More results follow:
# Every second line gives: AI-2 QS modul	IEC-6 tox	HDAC3 inh	KLF5 inhibitor	HSP90 inh
- Cc1cc(C)nc(-n2nc(C)cc2NC(=O)c2cccc(S(=O)(=O)N3CCCCC3)c2)n1
  nt	1.2	nt	-27.2	1.3
- CC(C)Cn1c(=O)c(C2=NS(=O)(=O)c3ccccc3N2)c(O)c2ccccc21
  nt	0.0	nt	0.1	-3.2
- O=C(O)c1cn(C2CC2)c2cc(N3CCOCC3)c(F)cc2c1=O
  nt	-1.6	nt	-10.0	-0.2
- COCC(=O)Nc1ccc(S(=O)(=O)Nc2ncccn2)cc1
  nt	3.3	nt	-15.0	0.5

# These rows are one share of the data; count on the stated rates, not on these rows.
